Assay outcomes deposited in PubChem by several laboratories.
NR2E3 ag-1 = activates human photoreceptor nuclear receptor NR2E3. Q9Y5X4. GST-NR2E3/biotin-RetCOR TR-FRET, 1536-well. inhibition of corepressor binding, % at 4.78 µM. hit rate 0.12% among 320,000. AID 2300;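 active = percent inhibition above the cutoff of mean plus 3 SD of all tested compounds, set per screening campaign, cut at about 20% in these data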;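 note: 0% = DMSO wells and 100% = biotin wells as full block of FRET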
Target sequence (Q9Y5X4 whole entry, looked up): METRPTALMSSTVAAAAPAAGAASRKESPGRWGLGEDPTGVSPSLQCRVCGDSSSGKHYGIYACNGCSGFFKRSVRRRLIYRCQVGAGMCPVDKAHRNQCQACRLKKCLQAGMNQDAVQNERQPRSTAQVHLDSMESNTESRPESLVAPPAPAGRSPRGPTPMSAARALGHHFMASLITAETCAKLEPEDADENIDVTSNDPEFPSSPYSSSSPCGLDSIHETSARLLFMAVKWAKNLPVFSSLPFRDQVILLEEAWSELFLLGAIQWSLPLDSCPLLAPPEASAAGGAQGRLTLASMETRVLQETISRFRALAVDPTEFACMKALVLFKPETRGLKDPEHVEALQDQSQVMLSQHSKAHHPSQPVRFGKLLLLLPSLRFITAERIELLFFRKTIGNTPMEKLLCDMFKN
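System: GST-NR2E3 and biotin-RetCOR proteins; probe or stimulus: 7 nM biotin-RetCOR; doses: compound at 4.8 µM, single dose; schedule: Compound–protein incubation for 5 h at 4 °C; detection: time-resolved FRET; read-out: percent inhibition; controls: biotin wells as high control, 0.6% DMSO wells as low control; format: 1536-well plates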
aDG glyco act = alpha-DG glycosylation activation; hit rate 0.22% among 360,000; Pro5-aDG cells, alpha-DG glycosylation AlphaScreen (IIH6); 0% Pro5, 100% B10-LARGE cell signal; activation, % at 10 µM;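 active = activation of at least 8% versus controls, or a plate z-score of at least 8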;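 note: Pro5 are CHO cells carrying HIG-tagged alpha-DG that lacks glycosylation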
Exocytosis inh = lytic granule exocytosis inhibition; TALL-104 LAMP-1 surface exposure, flow cytometry; cells stimulated with thapsigargin and PMA; inhibition, % at 10 µM; hit rate 0.66% among 360,000; AID 651702;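 active = inhibition above about 55%, limit read from the data; inconclusive = no clear call, values can overlap the other calls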
CaV13 FRET inh = Primary screen for inhibitors of IQ motif and Ca2+-dependent inactivation inhibitor domain binding in CACNA1D, Förster resonance energy transfer in living cells, …; AID 743397; HEK cells, CFP/YFP FRET ICDI-IQ, plate reader, 10 min; percent FRET-ratio fall versus neutral wells; inhibition, % at 12.3 µM; hit rate 0.098% among 340,000;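 active = mean replicate inhibition of at least 30% and at least 1% of replicates passing that level; inconclusive = only one of the two criteria is met; inactive = neither criterion is met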;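 note: 0% = median of the neutral control wells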
TRPM1 prom inh = reduces MITF-dependent TRPM1 promoter luciferase signal; SK-MEL-5 TRPM1 promoter luciferase, 24 h; inhibition, % at 12.5 µM; hit rate 0.83% among 330,000; AID 488899;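 active = mean inhibition across replicates of 60% or more, whatever share of single replicates reaches that level; inconclusive = some that reach 60%, reason not given; inactive = mean inhibition across replicates below 60%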; note: values of inactives mirror those of a sister screen read the other way
hiPSC survival = enhancers of human iPSC single-cell survival | survival enhancement, % at 20 µM | hiPSC single-cell survival, ATPlite luminescence; 100% = ROCK inhibitor wells, 0% = DMSO | AID 602274 | hit rate 0.044% among 360,000; in the data active = survival enhancement above about 18%;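 note: cells exposed to compounds for 16 hours before the ATP read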
PDI turbidity = blocks human protein disulfide isomerase activity | PDI insulin aggregation turbidity, A650, 90 min | hit rate 0.052% among 350,000 | inhibition, % at 10 µM | AID 588391;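 active = mean inhibition across replicates of 30% or more, whatever share of single replicates reach that level; inconclusive = mean inhibition below 30% while every single replicate reaches 30%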;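 note: absorbance from insulin aggregation driven by PDI reduction with DTT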
Target sequence (P07237 whole entry, looked up): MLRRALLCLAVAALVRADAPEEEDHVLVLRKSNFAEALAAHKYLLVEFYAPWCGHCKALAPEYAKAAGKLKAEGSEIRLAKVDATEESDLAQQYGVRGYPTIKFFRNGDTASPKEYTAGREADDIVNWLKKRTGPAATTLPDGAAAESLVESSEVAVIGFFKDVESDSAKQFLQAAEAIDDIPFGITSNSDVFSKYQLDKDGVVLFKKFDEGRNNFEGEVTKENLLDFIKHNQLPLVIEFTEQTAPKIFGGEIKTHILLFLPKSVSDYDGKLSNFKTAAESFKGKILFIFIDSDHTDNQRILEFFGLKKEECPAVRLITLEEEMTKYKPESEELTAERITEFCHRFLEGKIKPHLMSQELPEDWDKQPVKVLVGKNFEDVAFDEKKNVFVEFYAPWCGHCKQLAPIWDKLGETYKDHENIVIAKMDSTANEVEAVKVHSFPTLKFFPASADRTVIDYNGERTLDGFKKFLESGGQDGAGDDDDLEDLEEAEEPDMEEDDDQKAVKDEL
Vif inh = inhibitors of HIV Vif | AID 602346 | hit rate 0.35% among 340,000 | inhibition, % at 7.49 µM | HEK293T cells, Vif self-association by quenched fluorescence, imaging, 24 h; in the data active = inhibition above about 50%, passing the limit was not always enough; inconclusive = no clear call, values can overlap the other calls; inactive = below about 31%; note: some results filed as inactive read as strong as hits
Peg3 promoter = inhibitors of Peg3 promoter | inhibition, % at 20 µM | AID 588405 | HeLa PEG-Prom luciferase reporter, luminescence, overnight | hit rate 1.7% among 360,000;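 active = inhibition of at least 50% at 20 µM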
HIF-2a inh = HIF-2a inhibition | 786-0 RCC cells HIF-2a reporter, luciferase luminescence, overnight | inhibition, % at 18.8 µM | hit rate 0.72% among 360,000;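 active = inhibition of the luminescence signal of 40% or more relative to plate controls, in a single-dose primary screen at 18.75 µM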
NR2E3 ag-2 = activates human NR2E3 receptor; Q9Y5X4; CHO-S Gal4-NCOR/VP16-NR2E3 two-hybrid, luciferase; inhibition of corepressor binding, % at 3.98 µM; hit rate 0.35% among 360,000; AID 602229;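 active = inhibition above the mean of all tested compounds plus 3 SD, cut at about 70% in these data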;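 note: 0% = DMSO with NR2E3 transfected cells and 100% = cells lacking NR2E3 construct; higher means lower luciferase signal from less NR2E3 corepressor binding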
Active calls of the source: *; ? = inconclusive; / = no result given. Rows were taken by chance. About 3.5% of those tested had a hit in this group.

Assay codes – A = NR2E3 ag-1; B = aDG glyco act; C = Exocytosis inh; D = CaV13 FRET inh; E = TRPM1 prom inh; F = hiPSC survival; G = PDI turbidity; H = Vif inh; I = Peg3 promoter; J = HIF-2a inh; K = NR2E3 ag-2
COc1ccc(/C(C)=N/N2C(C)CCCC2C)c(OC)c1 (stereo unspecified)
  A = -1	B = 0.0	C = -16	D = -4	E = 10	F = -0.5	G = 5	H = -6	I = 9	J = 25	K = -27

CC1(C)Cc2cccc(OCC(O)CNCc3ccccn3)c2O1 (stereo unspecified)
  A = 1	B = 2.0	C = -3	D = /	E = -2	F = 0.4	G = -2	H = 1	I = 6	J = 10	K = 13

O=C(Nc1ccccc1C(=O)O)c1cc(S(=O)(=O)N2CCOCC2)c(Br)s1
  A = 5	B = -0.1	C = 18	D = -3	E = 4	F = -0.2	G = 9	H = -2	I = 11	J = 12	K = 7

N#CCSc1nc2ccc(N3CCOCC3)cc2c(=O)n1CCc1ccccc1
  A = 3	B = 0.0	C = 7	D = -6	E = 8	F = -0.8	G = -3	H = 5	I = -3	J = -20	K = -3

CCC(CC)c1nn2c(N)c(/C=C3\C(C)=Nc4ccccc43)c(=O)nc2s1
  A = -3	B = 0.0	C = -16	D = -7	E = /	F = 0.5	G = -2	H = 1	I = 19	J = 14	K = 11

O=C(COC(=O)C12CC3CC(CC(Cl)(C3)C1)C2)Nc1ccc2[nH]c(=O)[nH]c2c1
  A = 5	B = 0.3	C = 15	D = -6	E = 7	F = 0.4	G = -6	H = 33	I = 6	J = 30	K = -8

Nc1ccccc1Sc1ccc(C(F)(F)F)cc1[N+](=O)[O-]
  A = -2	B = 0.0	C = -3	D = -5	E = -1	F = 0.3	G = 7	H = 1	I = 1	J = 21	K = -10

COc1cc(C2Nc3ccccc3C(=O)N2c2ccccc2OC)ccc1O (stereo unspecified)
  A = 4	B = -0.1	C = 4	D = /	E = -8	F = 0.7	G = 17	H = /	I = -25	J = -13	K = -16

COc1cc2ccc(C(C)=NOC(C)=O)cc2cc1OC
  A = /	B = 0.3	C = -2	D = -7	E = /	F = -0.3	G = 9	H = -4	I = 1	J = -56	K = -29

O=C(CCCOc1ccccc1)NN1C(=O)NC2(CCCCC2)C1=O
  A = -1	B = -0.1	C = -2	D = -6	E = 0	F = -0.5	G = 3	H = /	I = -4	J = 1	K = -6

Next section; the last two above are carried over.
Assay codes – A = NR2E3 ag-1; B = aDG glyco act; C = Exocytosis inh; D = CaV13 FRET inh; E = TRPM1 prom inh; F = hiPSC survival; G = PDI turbidity; H = Vif inh; I = Peg3 promoter; J = HIF-2a inh; K = NR2E3 ag-2
COc1cc2ccc(C(C)=NOC(C)=O)cc2cc1OC
  A = /	B = 0.3	C = -2	D = -7	E = /	F = -0.3	G = 9	H = -4	I = 1	J = -56	K = -29

O=C(CCCOc1ccccc1)NN1C(=O)NC2(CCCCC2)C1=O
  A = -1	B = -0.1	C = -2	D = -6	E = 0	F = -0.5	G = 3	H = /	I = -4	J = 1	K = -6

CCCc1nnc(SCC(=O)N2C(C)CCCC2C)n1CC (stereo unspecified)
  A = 4	B = 0.2	C = 0	D = -8	E = -6	F = 1.6	G = 3	H = 6	I = 4	J = 9	K = -12

COc1ccc(NC(C)=O)cc1NC(=O)c1ccc(Cl)cc1
  A = -1	B = 0.3	C = 2	D = -5	E = 7	F = -0.1	G = 4	H = -2	I = 15	J = 9	K = 7

COc1cc(Cn2c(N)c(C#N)c3nc4ccccc4nc32)cc(OC)c1
  A = 1	B = 0.1	C = 3	D = -3	E = 2	F = -2.2	G = -7	H = 5	I = 21	J = 15	K = 15

Cc1ccc(S(=O)(=O)N2CCC(C(=O)C3C(=O)CCCC3=O)CC2)cc1
  A = -3	B = -0.4	C = 1	D = 0	E = 4	F = -2.4	G = 9	H = 8	I = 14	J = 6	K = -9

CCOc1cc(/C=C2\CCn3c2nc2cc(Cl)ccc2c3=O)ccc1O
  A = 3	B = 0.1	C = -8	D = -8	E = -13	F = -0.4	G = -6	H = 1	I = 18	J = 10	K = -14

COc1ccc(CCNC(=O)CSc2ccccn2)cc1OC
  A = -2	B = -0.1	C = 1	D = -7	E = 1	F = 0.2	G = -1	H = 2	I = 16	J = 12	K = -4

COc1ccc(OCc2cc(C(=O)N3CCCC(OC)C3)no2)c2ccccc12 (stereo unspecified)
  A = 1	B = 0.0	C = -1	D = -3	E = -31	F = -0.2	G = 24	H = -4	I = -250	J = -193	K = -120

CCOC(CNC(=O)CN1C(=O)COc2ccc(S(=O)(=O)N3CCOCC3)cc21)OCC
  A = -2	B = 0.2	C = 2	D = -5	E = -1	F = -0.4	G = 5	H = -8	I = 3	J = 13	K = -10

CCN(CC(=O)NCc1cccs1)C(=O)c1ccc([N+](=O)[O-])o1
  A = -1	B = 0.3	C = -14	D = -6	E = 12	F = -0.4	G = -1	H = -13	I = -16	J = -6	K = 4

CC(C)CC1(C)NC(=O)N(CC(=O)Nc2ccc(F)c(F)c2F)C1=O (stereo unspecified)
  A = /	B = 0.1	C = 0	D = -6	E = 8	F = 4.1	G = 16	H = 5	I = 13	J = 16	K = 11

Shown with each value named: 4 of the compounds above.
COc1ccc(CCNC(=O)CSc2ccccn2)cc1OC
  NR2E3 ag-1: -2; aDG glyco act: -0.1; Exocytosis inh: 1; CaV13 FRET inh: -7; TRPM1 prom inh: 1; hiPSC survival: 0.2; PDI turbidity: -1; Vif inh: 2; Peg3 promoter: 16; HIF-2a inh: 12; NR2E3 ag-2: -4

COc1ccc(OCc2cc(C(=O)N3CCCC(OC)C3)no2)c2ccccc12 (stereo unspecified)
  NR2E3 ag-1: 1; aDG glyco act: 0.0; Exocytosis inh: -1; CaV13 FRET inh: -3; TRPM1 prom inh: -31; hiPSC survival: -0.2; PDI turbidity: 24; Vif inh: -4; Peg3 promoter: -250; HIF-2a inh: -193; NR2E3 ag-2: -120

CCOC(CNC(=O)CN1C(=O)COc2ccc(S(=O)(=O)N3CCOCC3)cc21)OCC
  NR2E3 ag-1: -2; aDG glyco act: 0.2; Exocytosis inh: 2; CaV13 FRET inh: -5; TRPM1 prom inh: -1; hiPSC survival: -0.4; PDI turbidity: 5; Vif inh: -8; Peg3 promoter: 3; HIF-2a inh: 13; NR2E3 ag-2: -10

CCN(CC(=O)NCc1cccs1)C(=O)c1ccc([N+](=O)[O-])o1
  NR2E3 ag-1: -1; aDG glyco act: 0.3; Exocytosis inh: -14; CaV13 FRET inh: -6; TRPM1 prom inh: 12; hiPSC survival: -0.4; PDI turbidity: -1; Vif inh: -13; Peg3 promoter: -16; HIF-2a inh: -6; NR2E3 ag-2: 4

Remaining list, next part:
Each structure is followed by: NR2E3 ag-1 | aDG glyco act | Exocytosis inh | CaV13 FRET inh | TRPM1 prom inh | hiPSC survival | PDI turbidity | Vif inh | Peg3 promoter | HIF-2a inh | NR2E3 ag-2
> CC(C)Oc1ccc(CCNC(=O)C2CCC(=O)N(Cc3cccc(F)c3)C2)cc1 (stereo unspecified)
 : 3 | 0.0 | 2 | -3 | -19 | 0.3 | 2 | -3 | -107 | -91 | -14
> COc1cc(OC)cc(C(=O)OC(C)C(=O)NC2CCCc3ccccc32)c1 (stereo unspecified)
 : 2 | 0.6 | -5 | -5 | -4 | -0.4 | -6 | -6 | 23 | 10 | -7
> O=C(NCCc1ccccc1)C1CCN(Cc2cccc3ccccc23)CC1
 : 5 | 0.0 | 4 | 0 | 0 | -0.7 | 2 | 1 | -3 | 12 | 8
> Cc1ccc(SCC(=O)Nc2cc([N+](=O)[O-])ccc2O)cc1
 : 0 | -0.1 | 3 | -7 | -28 | -1.0 | -1 | -3 | -95 | -176 | -27
> Cc1cc(C)n(-c2nc3sc4c(c3c3nnc(SCC(N)=O)n23)CC(C)(C)OC4)n1
 : / | 0.0 | -1 | -4 | 4 | 1.9 | 3 | 7 | 11 | 2 | 8
> NC(=O)c1cccc(-c2ccnc3c2CC(C(=O)NCc2ccco2)O3)c1 (stereo unspecified)
 : / | -0.1 | 4 | -9 | / | -3.1 | 4 | -2 | 9 | 12 | -18
> Cc1ccc(C2=NOC3(CC(=O)N(c4ccc(C)cc4)C3=O)C2)cc1 (stereo unspecified)
 : 0 | 0.3 | 1 | -4 | 1 | 1.2 | 2 | 1 | -13 | 11 | 8
> CC(Sc1nncs1)C(=O)NC1CCCCC1C (stereo unspecified)
 : -2 | 0.1 | -2 | / | 3 | -0.1 | -5 | 14 | -6 | 15 | -14
> COc1ccc(Nc2ncnc3sc(C)cc23)cc1
 : 0 | 0.9 | -6 | / | -76 | -0.2 | -1 | 4 | -250 | -229 | -70
> CSc1ccccc1NC(=O)CN(C)C(=O)COc1ncnc2ccccc12
 : / | 0.2 | 1 | -16 | -7 | -0.1 | 14 | 3 | -2 | 1 | -16
> Cc1ccc(-c2nc(SCC(=O)c3c(N)n(C4CC4)c(=O)[nH]c3=O)n[nH]2)cc1
 : / | -0.1 | 10 | -6 | -1 | -0.3 | -3 | -3 | 5 | -9 | -13
> O=C(Cn1cncn1)N/N=C/c1ccncc1
 : 1 | 0.2 | 2 | -5 | -14 | -0.2 | 1 | ? | 1 | 3 | 22
> Cc1ccc(NC(=S)N/N=C2\CC3CC=CC23)c(C)c1 (stereo unspecified)
 : -3 | 0.0 | -3 | -5 | 2 | -1.0 | -3 | 1 | 3 | 5 | 5
> COc1ccc(CCN2C(=O)CCC2(C)C(=O)NCc2cccnc2)cc1OC (stereo unspecified)
 : -4 | -0.1 | -2 | -3 | -6 | -1.2 | -7 | 10 | 17 | 0 | 0
> COC(=O)c1ccccc1NC(=O)CNC(=O)c1ccc(OC)c(OC)c1
 : -1 | -0.1 | 5 | 2 | -6 | 0.7 | 13 | -1 | -14 | 4 | -3
> O=[N+]([O-])c1cccnc1Oc1ccccc1F
 : 0 | 0.1 | -3 | 4 | 12 | -0.5 | 1 | -6 | 0 | 7 | -23
> CCOC(=O)C(C)N1C(=O)S/C(=C/c2cc(C)n(-c3ccccn3)c2C)C1=O (stereo unspecified)
 : -1 | -0.2 | -1 | -5 | -33 | 2.7 | 0 | / | -207 | -194 | -55
> COc1cc2c(c(OC)c1OC)C(c1ccc3c(c1)OCO3)CC(=O)O2 (stereo unspecified)
 : / | 0.0 | -2 | -6 | 4 | 0.7 | 20 | -7 | -6 | 7 | 8
> O=C(O)c1cccc(NC2=C(n3nnc4ccccc43)C(=O)c3ccccc3C2=O)c1
 : 0 | 0.0 | 0 | -3 | -7 | 0.2 | 4 | -3 | -15 | -42 | -39
